# High-throughput results as filed in PubChem BioAssay.
# OX1R antag: antagonists of human orexin 1 receptor (OX1R); Orexin/Hypocretin receptor type 1 (Homo sapiens), O43613; OX1R-expressing cells, FRET antagonist read-out; inhibition, % at 6.6 µM; hit rate 1.8% among 330,000; in the data active = inhibition mostly above about 38%, no sharp cut-off; inactive = mostly below about 40%;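 note: 0% = agonist challenge alone and 100% = reference antagonist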
# STK33 kinase inh: inhibitors of purified STK33 kinase, primary screen, biochemical, ADP-Glo luminescence, homogeneous, cell-free | Serine/threonine-protein kinase 33 (Homo sapiens), Q9BYT3 | MBP phosphorylation | inhibition, % at 10 µM | hit rate 0.073% among 320,000 | AID 2661, 2010;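 active = inhibition at or above 25%, using the most active replicate where run in duplicate; inactive = inhibition below 25%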
# KCNQ2 inh: KCNQ2 potassium channel inhibitors, primary screen, cell-based, CHO-K1, FluxOR thallium flux, B-score (AID 2156) | B-score at 10 µM | Potassium voltage-gated channel subfamily KQT member 2 (Rattus norvegicus), O88943 | 20 min; stronger effect = lower value | hit rate 1.1% among 310,000;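 active = fluorescence ratio B-score at most minus 3 library SDs, with starting brightness B-score within 2 library SDs, cut at about -5.5 in these data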
# Target sequence (O88943 whole entry, looked up): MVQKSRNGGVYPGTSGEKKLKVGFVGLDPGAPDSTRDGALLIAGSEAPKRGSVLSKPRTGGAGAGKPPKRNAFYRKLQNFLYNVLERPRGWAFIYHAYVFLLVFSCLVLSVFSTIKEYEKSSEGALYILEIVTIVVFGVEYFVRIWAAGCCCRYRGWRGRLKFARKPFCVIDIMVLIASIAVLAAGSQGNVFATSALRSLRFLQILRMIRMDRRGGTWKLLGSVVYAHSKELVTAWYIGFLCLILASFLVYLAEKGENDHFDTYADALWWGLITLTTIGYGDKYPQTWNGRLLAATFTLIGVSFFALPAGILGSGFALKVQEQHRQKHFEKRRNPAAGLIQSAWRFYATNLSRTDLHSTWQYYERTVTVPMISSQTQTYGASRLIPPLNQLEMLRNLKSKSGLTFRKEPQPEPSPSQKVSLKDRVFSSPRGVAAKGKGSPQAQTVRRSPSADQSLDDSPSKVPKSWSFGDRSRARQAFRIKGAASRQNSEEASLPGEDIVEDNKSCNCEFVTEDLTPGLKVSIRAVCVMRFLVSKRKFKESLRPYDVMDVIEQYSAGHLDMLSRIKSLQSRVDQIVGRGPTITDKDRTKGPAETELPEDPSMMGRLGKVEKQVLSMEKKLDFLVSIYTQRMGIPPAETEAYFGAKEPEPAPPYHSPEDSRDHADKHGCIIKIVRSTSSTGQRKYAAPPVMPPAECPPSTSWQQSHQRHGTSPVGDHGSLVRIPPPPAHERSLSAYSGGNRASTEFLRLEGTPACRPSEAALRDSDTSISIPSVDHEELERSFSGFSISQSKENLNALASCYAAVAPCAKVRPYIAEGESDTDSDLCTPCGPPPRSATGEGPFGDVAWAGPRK
# * marks the source's active call; other numbers are inactive results; i = inactive; . = not tested or not shown.
Structure	STK33 kinase inh	KCNQ2 inh	OX1R antag
O=C(COC(=O)C(CO)NS(=O)(=O)c1ccc(Br)cc1)Nc1ccc2c(c1)OCCO2 (stereo not given)	0.3	.	6.4
C[C@H](CO)N1C[C@H](C)[C@@H](CN(C)Cc2ccc(Oc3ccccc3)cc2)Oc2c(NC(=O)c3ccncc3)cccc2C1=O	-3.1	.	12.6
Cc1ncc(C[n+]2csc(CCOC(=O)C34CC5CC(CC(C5)C3)C4)c2C)c(N)n1	-0.1	i	30.3
CN1C(=O)NC(c2ccc(O)cc2)C(C(=O)c2cccs2)C1(O)C(F)(F)F (stereo not given)	-0.3	i	-1.3
CCOc1ccccc1NC(=O)c1ccc2nc[nH]c2c1	1.0	i	7.7
N#Cc1ccc(COC(=O)CCc2c[nH]c3ccccc23)cc1	-2.2	i	22.2
CC(Sc1nnc(COc2ccc([N+](=O)[O-])cc2)n1C)C(=O)O (stereo not given)	-0.2	i	23.6
O=C(c1ccco1)[C@@H]1[C@@H]2C(=O)N(c3ccc(F)cc3)C(=O)[C@@H]2[C@H]2C=Cc3ccccc3N21	0.6	.	10.4
O=C(NCCCN1CCOCC1)C1CCN(S(=O)(=O)c2c(Cl)cccc2Cl)CC1	-1.3	i	-3.1
O=c1c2c([nH]n1-c1ccccc1)CCSC2	-1.2	i	-5.9
O=C(Nc1cccc(Cl)c1N1CCOCC1)c1ccc(Br)o1	0.0	i	21.8
COc1cccc(CN2C(=O)C3(C(C#N)=C(N)OC4=C3C(=O)CCC4)c3ccccc32)c1 (stereo not given)	-2.5	i	-2.1
CCc1ccc(/C=C2\Oc3cc(OC(=O)N4CCOCC4)ccc3C2=O)cc1	1.4	i	31.2
Cc1ccc(C(O)c2ccc(-n3ccnc3)cc2)cc1 (stereo not given)	1.0	i	5.5
Cc1ccc(CNCc2ccccc2Cl)cc1	1.9	i	29.6

Structure	STK33 kinase inh	KCNQ2 inh	OX1R antag
CCCCCCNc1nc(-c2ccc(OC)cc2)c(CCC(=O)O)s1	-0.5	i	20.4
O=C(CN1C(=O)NC(Cc2ccccc2)C1=O)Nc1ccccc1F (stereo not given)	-0.8	.	2.4
COc1nc(C)ccc1-c1noc(-c2cccnc2)n1	-1.4	i	17.1
COc1ccc(S(=O)(=O)N2CCOCC2)cc1NC(=O)CC(C)c1ccccc1 (stereo not given)	-1.9	.	6.9
CCOC(=O)c1c(S(=O)(=O)N2CCN(Cc3ccccc3)CC2)c(C)n(C)c1C	-1.6	i	9.4
Cc1ccc2c(c1)CCCN2C(=O)C1CCCO1 (stereo not given)	-2.1	i	0.3
O=C(CN1C(=O)C2CCCCC2C1=O)Nc1ccccc1N1CCCC1 (stereo not given)	0.7	i	-0.3
O=C1NCN(c2ccccc2)C12CCN(CCCC(c1ccc(F)cc1)c1ccc(F)cc1)CC2	-3.4	i	15.9
CCCC(c1nnnn1CCc1ccccc1)N1CCN(C2CCCC2)CC1 (stereo not given)	-0.5	.	3.5
Cc1ccc(-c2csc(N3N=C(c4ccccc4)/C(=C\c4ccc(N(C)C)cc4)C3=O)n2)cc1	-0.6	i	3.2
O=S1(=O)CCC(S(=O)(=O)N2CCCCCC2)C1 (stereo not given)	-1.2	i	10.4
CC(=O)N1CCN(C(=S)NC(=O)c2ccc(S(=O)(=O)N3CCOCC3)cc2)CC1	-1.3	i	-0.8
O=C(Nc1cc(Cl)ccc1N1CCOCC1)c1ccc(F)c(S(=O)(=O)N2CCOCC2)c1	5.2	.	-0.6
COc1ccccc1NS(=O)(=O)c1cccc(NS(=O)(=O)c2cc(C(=O)O)ccc2OC)c1	-0.2	.	7.4
N#Cc1cccc(CN2CCCN(Cc3ccc(F)cc3)S2(=O)=O)c1	-0.2	i	18.1

Structure	STK33 kinase inh	KCNQ2 inh	OX1R antag
COC(=O)[C@H]1C[C@H](C(=O)O)[C@@H](C)C1(C)C	-1.3	.	14.0
COc1cc(NC(=O)c2c(F)cccc2F)nc(OC)n1	-1.3	i	9.4
C=CCN1C(=O)/C(=C2/Sc3ccccc3N2CCCS(=O)(=O)O)SC1=S	-4.3	i	2.3
CC(=O)N(CCc1cccc(C)c1)Cc1cc2ccc(C)cc2[nH]c1=O	-0.1	i	14.8
Cc1ccc(NC(=O)NCc2ccc3c(c2)OCO3)cc1C	-1.8	i	9.8
CCC(CC)C(=O)NCc1cccnc1	-0.8	i	3.2
O=C(CCc1ccc(S(=O)(=O)N2CCOCC2)cc1)NCCc1ccccn1	-0.1	i	6.7
O=C(COc1ccc([N+](=O)[O-])cc1)Nc1ccc2c(c1)nc1n2CCOC1	-0.5	i	18.4
Cc1ccc(CCC(=O)Nc2ccc(Br)cc2)o1	0.2	i	.
Cc1ccc(CNC(=S)NC2CCC(C(C)(C)C)CC2)cc1 (stereo not given)	1.0	-6.86*	.
O=C(NC(=S)Nc1ccccc1Cl)c1csnn1	0.2	i	14.4
CCC(=O)c1ccc(OCC(=O)OCC(=O)Nc2ccc3c(c2)OCCO3)cc1	-0.8	.	8.2
CCC(C)c1ccccc1N1CC(C(=O)N2CCN(S(=O)(=O)c3ccccc3Br)CC2)CC1=O (stereo not given)	-0.3	i	25.9
COc1cccc(NC(=O)CN2CCSc3ccccc32)c1	1.5	i	6.5
C[C@H](CO)N1C[C@H](C)[C@@H](CN(C)C)Oc2c(NS(=O)(=O)c3cn(C)cn3)cccc2C1=O	-0.8	.	1.0

Structure	STK33 kinase inh	KCNQ2 inh	OX1R antag
CSc1ccccc1NC(=O)c1onc(C)c1Cl	1.6	i	7.6
COc1ccc(Br)cc1C(=O)NCc1cccnc1	-1.7	i	16.4
CCc1cccc(CC)c1NC(=O)CO/N=C(\C)c1cccs1	-1.6	i	12.2
COc1cccc(OC)c1C(=O)OCC(=O)Nc1ccc(OC(F)(F)F)cc1	-0.1	i	10.7
CC(=O)N1CCN(CC(=O)Nc2c(Cl)cc(Cl)cc2Cl)CC1	-2.7	i	-3.4
CC(C)CC(NC(=O)C(CC(C)C)NC(=O)OC(C)(C)C)C(N)=O (stereo not given)	-0.3	i	31.5
O=C(/C=C/c1ccco1)NC(=S)Nc1ccc(Cl)cn1	.	i	41.7
CCCC(=O)N1CCC(Cc2ccccc2)CC1	-1.9	i	-0.8
CCC(CC)C(=O)Nc1cccc(C(=O)NCc2ccco2)c1	0.6	i	1.3
O=C(CN1CCN(c2ccccc2)CC1)N1CCN(c2ccccc2)CC1	-0.9	i	10.1
CN1C(C)(C)CC(NC(=O)c2ccco2)CC1(C)C	-2.5	i	20.3
Cc1ncc(N=Nc2ccccc2)c(-c2ccccc2)n1	0.3	i	1.3
COc1ccc(NC(=O)c2ccc(NC(=O)c3ccncc3)cc2)cc1	0.3	i	-5.4
O=[N+]([O-])c1cc(/C=N/N2CCOCC2)cs1	-1.0	i	19.9
Cc1ccc(NC(=O)c2cccc(OCc3c(C)noc3C)c2)cc1	-1.2	i	16.3

Structure	STK33 kinase inh	KCNQ2 inh	OX1R antag
Cc1ccccc1-c1nc(CS(=O)CC(=O)NCCCN(C)c2ccccc2)c(C)o1 (stereo not given)	2.0	i	24.6
CCOC(=O)C1CCN(C(=O)C(=O)Nc2ccc3nc4n(c(=O)c3c2)CCCCC4)CC1	-1.4	i	-6.3
Cc1ccc(/C=C/C(=O)N(Cc2cccs2)C2CCS(=O)(=O)C2)cc1 (stereo not given)	0.4	i	5.9
Cc1ccc(CC(=O)NCCS(=O)c2ccc(C)cc2)cc1 (stereo not given)	2.3	i	21.4
CN(C)C(=S)NC(=NCc1ccc([N+](=O)[O-])cc1)c1ccccc1	-2.8	i	8.3
C/C(=N\NS(=O)(=O)c1ccc([N+](=O)[O-])cc1)c1c[nH]c2ccccc12	-1.3	i	21.8
CC(=O)Nc1c(O)nc(SCC(=O)Nc2nnc(CC(C)C)s2)[nH]c1=O	0.4	.	13.9
O=C(Nc1nc(=S)ss1)c1ccc(Cl)cc1Cl	1.3	i	28.2
O=C(CCC1CCCC1)N=C1SC2CS(=O)(=O)CC2N1c1ccccc1F (stereo not given)	8.6	i	3.4
COc1ccc(NC(=O)CSCC(=O)N(C)CC(=O)Nc2cccc3ccccc23)cc1	1.3	i	8.6
Cc1ccc2c(c1)N(CC(=O)NC1CCC(C)CC1)C(=O)CO2 (stereo not given)	-4.1	i	21.0
O=C(CSc1nc(-c2ccccc2)cc(C(F)(F)F)n1)N1CCOCC1	0.8	i	1.1
CCC1CCCCN1CCn1c(=S)[nH]c2cc(OC)c(OC)cc2c1=O (stereo not given)	-0.9	i	4.2
CCOc1ccc(NC(=O)c2ccc(CSc3nnc(C)s3)cc2)cc1	0.9	i	3.1
O=C(CN1CCC(C(=O)c2cccc(Cl)c2)CC1)Nc1ccc(C(=O)O)cc1	-1.9	i	13.6

Structure	STK33 kinase inh	KCNQ2 inh	OX1R antag
CCOC(=O)C(C)Oc1cccc2c(=O)n(CC(=O)Nc3ccc(OCC)cc3)ccc12 (stereo not given)	-0.9	i	9.2
CCC(=O)Nc1cccc(C2=NOC3(C2)C[C@H](C(N)=O)N(C(=O)c2ccc(Cl)cc2)C3)c1 (stereo not given in full)	-0.7	i	13.3
COc1ccc(NC(=O)CCC(=O)NCCO)cc1	-0.5	i	12.7
CC1CCN(C(=O)COC(=O)c2cccs2)CC1	-1.2	.	6.6
CC(=O)Nc1cccc(NC(=O)c2ccc(C)c([N+](=O)[O-])c2)c1	1.3	i	16.9
COc1cccc(-c2nnc(-c3ccccc3NC(=O)c3ccc(C(C)(C)C)cc3)o2)c1	-0.9	i	-1.0
CCOc1ccccc1NC(=O)N1CCc2ccccc2C1	0.5	i	28.8
COc1cccc(/C=C/c2ccc3cccc(O)c3n2)c1	-1.5	i	17.5
COC(=O)c1cc(NC(=O)CN2CCOCC2)cc(C(=O)OC)c1	0.3	i	8.0
CCOC(=O)c1c(-c2ccc(C)o2)csc1NC(=O)CSc1ncn[nH]1	1.9	i	13.1
COc1ccc(CCCC(=O)Nc2cc(C)ccc2OC)cc1	-1.0	i	19.1
O=C1NC(Cc2c[nH]c3ccccc23)C(=O)N1Cc1ccc(CN2C(=O)NC(Cc3c[nH]c4ccccc34)C2=O)cc1 (stereo not given)	-1.1	i	53.5
CCOC(=O)[C@@H]1[C@H]2COc3ccccc3[C@@H]2N2C(=O)N(c3ccc(Cl)cc3)C(=O)[C@]12C	-2.2	i	12.5
CCN(CC)c1ncccc1C(=O)NCc1cccs1	-0.6	i	2.2
CCOC(=O)CC(NC(=O)CCc1c(C)nc2nc(C)nn2c1C)c1ccc(C)cc1 (stereo not given)	-1.6	i	11.1

# With a hit mark in KCNQ2 inh (from the list above):
Structure	STK33 kinase inh	KCNQ2 inh	OX1R antag
Cc1ccc(CNC(=S)NC2CCC(C(C)(C)C)CC2)cc1 (stereo not given)	1.0	-6.86*	.

# 4 consecutive records already listed, for reference:
Structure	STK33 kinase inh	KCNQ2 inh	OX1R antag
O=C1NC(Cc2c[nH]c3ccccc23)C(=O)N1Cc1ccc(CN2C(=O)NC(Cc3c[nH]c4ccccc34)C2=O)cc1 (stereo not given)	-1.1	i	53.5
CCOC(=O)[C@@H]1[C@H]2COc3ccccc3[C@@H]2N2C(=O)N(c3ccc(Cl)cc3)C(=O)[C@]12C	-2.2	i	12.5
CCN(CC)c1ncccc1C(=O)NCc1cccs1	-0.6	i	2.2
CCOC(=O)CC(NC(=O)CCc1c(C)nc2nc(C)nn2c1C)c1ccc(C)cc1 (stereo not given)	-1.6	i	11.1

# (list continues)
Structure	STK33 kinase inh	KCNQ2 inh	OX1R antag
Fc1ccc(NC(=S)NCc2cccnc2)cc1	-0.5	i	36.3
Cc1ccc(-n2nc3ccc(NC(=O)c4cccc([N+](=O)[O-])c4C)cc3n2)cc1	0.2	i	14.4
COCCN(C(=O)C(C)C)c1nnc(-c2cccc(C)c2)s1	0.5	i	5.1
Cc1ccc(NC2CCCN(C(=O)c3ccc(C)c(N4CCNC4=O)c3)C2)cc1C (stereo not given)	-0.2	i	28.1
CC(C)Oc1ccc(/C=C(\C#N)C(=O)NC2CC2)cc1	-0.5	i	7.4
O=C(NNC(=O)c1cc(-c2ccc(Cl)cc2)nc2ccccc12)c1csc(N2CCOCC2)n1	-1.1	i	14.6
COc1ccccc1NC(=O)NNC(=O)CN1C(=O)COc2ccccc21	-0.9	i	5.2
Clc1ccc(Cn2ccc3ccccc32)cn1	0.6	i	10.3
CCN(CCCNS(=O)(=O)c1cc(-c2cc(C)no2)ccc1C)Cc1ccccc1	1.4	i	9.2
C=CC[C@@H](Cc1ccc(F)cc1)C(=O)OC[C@@H]1CCCN1C(=O)[C@@H](CC=C)CC(=O)N(CCO)Cc1ccccc1	-0.1	.	13.5
Cc1ccc(N2CCN(/N=C/c3sccc3C)CC2)cc1	-1.8	i	0.1
COc1cccc(-c2nnn(C/C(N)=N/O)n2)c1	0.4	i	9.1
CCCOc1ccc(S(=O)(=O)N2C(=O)CC(=O)N(Cc3ccc(OCC)cc3)C2=O)cc1	-1.2	i	20.5
CSc1ncccc1C(=O)OCC(=O)N(CC(C)C)c1c(N)n(Cc2ccccc2)c(=O)[nH]c1=O	-2.2	i	11.6
COc1ccc(/C=C/C2=NN(Cc3ccccc3)C(=O)CC2)cc1	0.7	i	10.8
Cc1scc(C(=O)N/N=C/c2ccsc2)c1C	1.9	i	23.3
